Compound activity from PubChem.
TWEAK-Fn14 inh – TWEAK-Fn14 signaling inhibition; TWEAK-stimulated Fn14 reporter cells, luciferase luminescence, 8 h; inhibition, % at 10 µM; actives 2% (n = 360,000); AID 1159606; in the data active means inhibition above about 50%
TROY NFkB inh – TROY signaling inhibition. Q293 LMP1-TROYcd NF-kB luciferase reporter, 4 h. inhibition, % at 10 µM. actives 0.98% (n = 360,000);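 active means compounds whose plate-normalised and pattern-corrected inhibition of the luciferase reporter signal at the single screening dose is 50% or more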
SRC1 inh – inhibits human SRC1 coactivator; inhibition, % at 3.6 µM; HEK293 GAL4-SRC1 luciferase reporter, luminescence; Q15788; actives 0.12% (n = 360,000);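 active means inhibition above the campaign mean plus 3 SD, with each screening campaign given its own cutoff, cut at about 60% in these data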;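 further: 0% = DMSO treated cells and 100% = gossypol at 36 µM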
NR5A2 inv ag – suppresses constitutive activity of human LRH-1; O00482; HEK293T StAR-luciferase reporter, LRH-1 transfected, 24 h; inhibition, % at 3.6 µM; actives 0.13% (n = 360,000);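 active means inhibition above the mean inhibition of all tested compounds plus 3 SD, cut at about 73% in these data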;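 further: 0% = DMSO wells and 100% = reporter-only cells lacking LRH-1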
Target sequence (O00482 whole entry, looked up): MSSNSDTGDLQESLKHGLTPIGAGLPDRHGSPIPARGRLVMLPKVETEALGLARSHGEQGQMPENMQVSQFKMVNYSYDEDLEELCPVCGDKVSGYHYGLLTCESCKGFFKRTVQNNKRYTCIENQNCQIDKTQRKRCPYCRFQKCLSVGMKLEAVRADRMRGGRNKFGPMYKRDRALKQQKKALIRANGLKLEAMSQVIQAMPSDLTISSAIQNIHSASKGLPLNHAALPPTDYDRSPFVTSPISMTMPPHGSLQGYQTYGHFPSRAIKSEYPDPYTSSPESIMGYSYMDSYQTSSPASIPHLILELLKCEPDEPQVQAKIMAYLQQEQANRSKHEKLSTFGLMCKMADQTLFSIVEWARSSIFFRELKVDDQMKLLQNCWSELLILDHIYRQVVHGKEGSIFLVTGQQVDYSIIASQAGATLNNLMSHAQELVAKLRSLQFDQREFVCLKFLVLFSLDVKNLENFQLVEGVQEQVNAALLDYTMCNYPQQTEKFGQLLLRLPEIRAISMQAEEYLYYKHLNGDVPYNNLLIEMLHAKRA
SRC3 inh – inhibits human SRC3 coactivator; inhibition, % at 3.6 µM; Q9Y6Q9; HEK293 GAL4-SRC3 luciferase reporter, luminescence; actives 0.17% (n = 360,000); AID 588352;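 active means inhibition above a per-campaign cutoff, the mean of all compounds plus 3 SD, cut at about 60% in these data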;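 further: 0% = DMSO-treated cells and 100% = gossypol-treated cells at 36 µM; higher means less SRC3-driven luciferase light from the GAL4 reporter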
EBV LMP1 NFkB – Epstein-Barr LMP1 NF-kappaB reporter inhibition | inhibition, % at 12.5 µM | LMP1-induced NF-kappaB luciferase reporter cells, luminescence | actives 0.69% (n = 350,000); in the data active means inhibition above about 41%;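 further: 0% = neutral control wells and 100% = reference inhibitor control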
NR2F2 inh – blocks human COUP-TFII nuclear receptor; P24468; actives 0.7% (n = 370,000); HEK293T NGFI-A luciferase reporter, luminescence; inhibition, % at 8.6 µM; AID 686940;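 active means inhibition above a per-plate cutoff, mean inhibition of test wells between control levels plus 3 SD, cut at about 38% in these data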;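 further: cells cotransfected with COUP-TFII expression vector driving the NGFI-A reporter; 0% = median of COUP-TF2 test wells and 100% = reporter-only cells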
Target sequence (P24468 whole entry, looked up): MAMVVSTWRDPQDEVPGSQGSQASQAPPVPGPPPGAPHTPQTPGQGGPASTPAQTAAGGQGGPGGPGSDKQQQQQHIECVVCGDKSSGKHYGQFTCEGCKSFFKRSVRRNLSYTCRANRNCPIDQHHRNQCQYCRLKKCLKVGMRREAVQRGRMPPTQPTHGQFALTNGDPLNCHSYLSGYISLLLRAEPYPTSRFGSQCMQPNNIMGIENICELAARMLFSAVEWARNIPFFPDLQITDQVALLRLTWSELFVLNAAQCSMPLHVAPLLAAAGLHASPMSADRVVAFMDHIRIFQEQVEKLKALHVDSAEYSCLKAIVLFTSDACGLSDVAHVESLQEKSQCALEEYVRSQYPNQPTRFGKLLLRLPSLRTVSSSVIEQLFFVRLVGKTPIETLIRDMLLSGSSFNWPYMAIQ
KKLEB cytotox – counter-screen for CF NF-kB inhibitors: cytotoxicity. KKLEB CF airway cells viability, ATPlite luminescence, overnight; active compounds read low; cells stimulated with P. aeruginosa culture filtrate. activity change (cytotoxicity), % at 5 µM. actives 0.36% (n = 360,000). AID 602141;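 active means corrected activity change at or below -50% at 5 µM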
C8 TRAIL sens – sensitizes caspase-8 expressing cells to TRAIL | NB7+C8 cells + TRAIL, ATPlite viability luminescence | inhibition (viability loss, TRAIL sensitization), % at 10 µM | actives 1% (n = 360,000);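 active means compounds causing at least 50% loss of cell viability in the single-dose screen, relative to plate controls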
SRC2 inh – human SRC2 (NCOA2) inhibition; Q15596; HEK293 GAL4-SRC2 luciferase reporter, luminescence; inhibition, % at 9 µM; actives 0.17% (n = 370,000);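 active means inhibition above the mean inhibition of all tested compounds plus 3 SD, set per campaign, cut at about 52% in these data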;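 further: 0% = DMSO treated cells and 100% = cells given Gossypol at 36 µM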
CF NFkB inh – cystic fibrosis NF-kB activation inhibition | KKLEB NF-kB-GFP reporter, PAF-induced, GFP fluorescence overnight | inhibition, % at 5 µM | actives 0.86% (n = 360,000) | AID 588850;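 active means at least 50% inhibition at 5 µM, scaled per plate between neutral and stimulator controls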;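 further: PAF is a Pseudomonas aeruginosa culture filtrate used as stimulus; plate controls were PAF-stimulated DMSO wells for no effect and unstimulated DMSO wells for full effect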
Numbers without * were called inactive; x = no result given.

SMILES	TWEAK-Fn14 inh	TROY NFkB inh	SRC1 inh	NR5A2 inv ag	SRC3 inh	EBV LMP1 NFkB	NR2F2 inh	KKLEB cytotox	C8 TRAIL sens	SRC2 inh	CF NFkB inh
CCCCN1C(=O)C(CC(=O)NCCCCc2ccccc2)CC(C(=O)N2CCOCC2)=C1C (configuration not stated)	2	-18	13	-5	17	-4	2	0	-6	-5	7
Cc1ccc(Cn2cc(SCC(N)=O)c3ccccc32)cc1	10	-2	-40	-21	12	3	-3	0	12	13	6
COc1ccc(C)cc1NS(=O)(=O)c1cc(C)ccc1C	-8	-9	6	7	1	-5	18	2	-2	-10	-2
Cc1ccc(N2CC(C(=O)Nc3ccc(S(=O)(=O)Nc4nccc(C)n4)cc3)CC2=O)cc1 (configuration not stated)	5	18	-4	2	10	5	23	6	-8	5	-8
CCCCNCc1ccc(OCc2ccc(Cl)nc2)c(OC)c1	0	11	-11	-12	13	-20	-4	0	-8	-2	8
NC(=S)NNC(=S)Nc1ccccc1	2	-47	2	10	6	-4	-5	-2	-6	-38	6
O=C(c1ccc(Cl)cc1)c1c[nH]c(C(=O)NNc2ccccc2)c1	-8	1	-13	-3	3	-14	-18	-4	-2	9	-17
N/C(=N\OC(=O)Cc1cccs1)c1ccccc1	-9	-47	-43	-20	-63	-16	-22	16	-1	-31	-6
NC(=O)c1ccc(Cl)c2ccccc12	8	-42	11	12	-23	6	15	-8	14	-9	14
Cc1cccc(OCC(=O)Nc2ccc(N3CCN(S(C)(=O)=O)CC3)cc2)c1C	-3	-19	-1	0	-19	-4	-6	-12	-6	-33	3
COc1ccccc1CNC(=O)CCn1c(=O)[nH]c2ccsc2c1=O	-21	8	-14	-3	21	-5	8	-11	9	-20	15
NC(=O)C1CCN(C(=O)c2cc(-c3ccccc3Cl)nc3ccccc23)CC1	33	4	-1	16	-19	5	-6	2	-8	-4	-2
CCN1C(=O)c2cccc3c(S(=O)(=O)NCC4CCCO4)ccc1c23 (configuration not stated)	2	-19	8	15	13	11	-49	-7	-1	-41	-20
NC(=O)COC(=O)c1cc(=O)[nH]c2ccccc12	5	5	8	5	23	-1	2	-6	2	2	9
CCOC(=O)C1=CCN(S(=O)(=O)c2ccccc2C)C1c1cccc(Br)c1 (configuration not stated)	-12	-6	-2	12	-2	x	3	4	-10	2	25
O=C(CCCCC(=O)OCC1COCO1)OCC1COCO1 (configuration not stated)	0	-13	-15	15	7	-4	11	26	-1	13	-12
CCc1nc2ccc(C(=O)N(C)Cc3ccco3)cn2c1N(CC)C(=O)NCCc1ccccc1	-10	-27	-18	-7	-12	x	1	-3	-1	-10	3
Cc1cc(C)n(C(=O)c2ccc(C)c(S(=O)(=O)N3CCOCC3)c2)n1	6	-15	7	9	13	-6	4	2	3	-14	-4
Cc1cnc(C(=O)OC(C(=O)Nc2cc(C(F)(F)F)ccc2Cl)c2ccccc2)cn1 (configuration not stated)	3	-15	-19	3	5	1	7	20	-16	-31	6
O=C1CCC(c2ccccc2)c2ccccc21 (configuration not stated)	-14	10	17	9	-1	x	6	6	-17	0	1
CC(C(=O)NCCCN1CCOCC1)n1cccc1C(=O)c1ccccc1 (configuration not stated)	-10	-3	8	9	7	8	3	-1	-3	-19	12
COc1ccc(S(=O)(=O)N2CCC(C(=O)NCc3ccccn3)CC2)cc1Cl	10	x	2	-9	-5	3	5	5	-18	10	-6
O=C(COC(=O)c1ccc2c(c1)OCCO2)NCCc1ccc(F)cc1	-4	0	-11	-13	-3	-8	-7	-29	23	10	-17
COC(=O)c1ccccc1NC(=O)c1nc(S(=O)(=O)Cc2ccccc2)ncc1Cl	76*	58*	-11	15	20	10	7	-95*	95*	-11	96*

TWEAK-Fn14 inh: what is marked active above.
mol	TWEAK-Fn14 inh	SRC1 inh	NR5A2 inv ag	SRC3 inh	EBV LMP1 NFkB	NR2F2 inh	SRC2 inh	CF NFkB inh
COC(=O)c1ccccc1NC(=O)c1nc(S(=O)(=O)Cc2ccccc2)ncc1Cl	76*	-11	15	20	10	7	-11	96*

Two entries drawn at random from the list so far:
SMILES	TWEAK-Fn14 inh	TROY NFkB inh	SRC1 inh	NR5A2 inv ag	SRC3 inh	EBV LMP1 NFkB	NR2F2 inh	KKLEB cytotox	C8 TRAIL sens	SRC2 inh	CF NFkB inh
O=C(CCCCC(=O)OCC1COCO1)OCC1COCO1 (configuration not stated)	0	-13	-15	15	7	-4	11	26	-1	13	-12
NC(=O)COC(=O)c1cc(=O)[nH]c2ccccc12	5	5	8	5	23	-1	2	-6	2	2	9

Continued:
SMILES	TWEAK-Fn14 inh	TROY NFkB inh	SRC1 inh	NR5A2 inv ag	SRC3 inh	EBV LMP1 NFkB	NR2F2 inh	KKLEB cytotox	C8 TRAIL sens	SRC2 inh	CF NFkB inh
CN(C)C(=O)N1CCC(C(=O)NCc2ccccc2)CC1	1	-2	-4	-9	-7	-2	-2	-1	1	-15	-15
COc1ccccc1Cc1noc(C(C)(C)NC(=O)c2ccccc2)n1	5	0	-3	12	-21	-2	-9	1	2	-16	2
Cc1ccc(-c2nc(S(=O)(=O)c3ccc(C)cc3)c(SCC(N)=O)o2)cc1	35	5	9	-3	-30	-7	9	0	-8	-3	-5
O=C(COc1ccccc1)N1CCN(C(=O)c2ccc([N+](=O)[O-])cc2)CC1	2	-1	-10	-1	12	-7	22	3	-7	-1	-12
CC(c1ccc(F)cc1)n1c(-c2ccc3ccccc3n2)n[nH]c1=S (configuration not stated)	13	-3	-6	-11	-7	1	-15	13	16	0	0
Cc1ccc(C)c(NC(=O)C2CCCN2C(=O)OC(C)(C)C)c1 (configuration not stated)	-4	2	10	-4	0	3	-12	-7	-1	-27	15
O=C(CNc1ccccc1F)Nc1cc(S(=O)(=O)N2CCCCC2)ccc1Cl	-9	18	-6	-15	10	4	-39	-11	14	12	1
COc1cccc(C(=O)NNC(=O)c2ccc3ccccc3c2O)c1	-13	0	-15	4	3	0	-9	0	3	15	-5
Clc1ccc(OCCCCN2CCc3ccccc3C2)cc1	15	8	-5	5	20	-2	-6	2	3	-17	-12
CC(C)c1nc2sc3c(c2c(=O)n1N)CC(C)(C)OC3	-5	-4	0	-6	-15	4	13	-2	-5	-4	-3
O=[N+]([O-])c1c(C(Cl)Cl)nn(-c2ccc(Cl)cc2)c1N1CCCCC1	17	5	5	7	13	2	12	1	31	-5	14
c1cc(-c2nnc3n2CCC3)[nH]n1	15	-6	-9	18	24	2	-3	3	-16	-31	16
COc1ccccc1NC(=O)COC(=O)c1ccc2c(c1)OCCO2	6	-2	-17	0	7	1	-17	-2	-18	-17	-21
COCC(=O)NCCc1nc2ccccc2[nH]1	-8	-10	-1	-1	-1	-1	-4	2	1	7	0
CCn1cc(C(=O)N2CCCC2)c(=O)c2cc(S(=O)(=O)N3CC(C)CC(C)C3)ccc21 (configuration not stated)	-17	7	7	18	9	-2	-26	-1	-19	-2	-7
CC(C)c1ccccc1NC(=O)COC(=O)C1(C)CC1(Cl)Cl (configuration not stated)	-18	-11	-2	15	20	-3	8	0	-8	-13	3
CSc1ccccc1C(=O)C1CCCN(S(=O)(=O)N(C)C)C1 (configuration not stated)	13	-39	7	9	13	-7	-8	7	0	-8	-11
CCC/C(=N\NC(=O)c1ccc(OC)c(OC)c1)c1ccccc1	-18	8	-11	-12	2	-1	-4	8	1	14	-8
O=C(Nc1ccccn1)Nc1cccs1	4	-16	-47	-52	-12	-18	-6	0	13	-43	6
CC(C)(C)C1CCc2onc(C(=O)NC3CCCC3)c2C1 (configuration not stated)	-16	14	-10	16	-1	0	-10	0	1	12	4
CCOc1ccc(OCC)c(NC(=O)Nc2ccc3c(c2)N(C)C(=O)CS3)c1	44	24	-5	0	-3	-2	-7	-12	13	-21	-11
O=C([C@@H]1Cc2ccccc2CN1)N1CCN(Cc2ccccc2)CC1	-12	6	4	-8	-20	-9	-23	14	6	3	2
CCC(=O)NC(c1cccs1)c1cc(Cl)c2cccnc2c1O (configuration not stated)	13	-5	5	-8	33	21	-12	7	44	-10	-1
CC(C)(C)N1NC(=O)Nc2ccccc2C1=O	2	-24	-16	8	6	-2	-9	8	6	-7	-4
CCOc1ccc(C(=O)NCc2ccc3c(c2)OCO3)cc1	-26	-15	-13	0	-1	-3	-42	2	4	-76	-26
FC(F)(F)c1ccc(/C=N/NC(=S)NC2CCCCC2)cc1	-17	-10	0	-20	8	0	10	10	2	-21	30
CC1(C)CC(=O)c2c(Cc3ccccc3)noc2C1	-5	-25	-36	-2	6	-10	21	5	-1	-26	-10
CCOc1ccccc1NC(=O)COC(=O)CC(C)(C)CC1=NS(=O)(=O)c2ccccc2N1	6	15	7	6	4	-3	0	-3	23	-9	-2
CC(C)=NOc1nc(N(C)C)nc(N(C)C)n1	8	-6	-29	24	18	2	5	-5	-4	-13	2
COCCNC(=S)N1CCN(S(=O)(=O)c2ccc(Cl)s2)CC1	-7	-25	9	1	16	2	6	16	-12	6	11
c1ccc(-c2cc(N3CCCCCC3)n[nH]2)cc1	-8	10	-34	-60	-37	9	-8	6	2	-10	-9
Cc1ccc(-n2nc3c(Cl)nnc(C)c3c2C)cc1	-6	6	-13	-1	15	1	16	-13	-22	19	4
CCC(CC)C(=O)N(C)c1c(C)nc2c(OCC3CCCCC3)cccn12	0	4	10	13	-5	x	21	-19	16	-39	24
S=C(Nc1cccnc1)Nc1ccccc1Br	-3	22	-8	-12	5	-4	8	3	19	-17	-3
Cc1ccc(OCC(=O)Nc2cccc(S(=O)(=O)N3CCCCCC3)c2)cc1C	17	21	-28	-1	1	9	15	0	-6	21	7
Cc1ccc(S(=O)(=O)Nc2nc3ccccc3nc2NCc2ccc3c(c2)OCO3)cc1C	3	28	14	-15	3	4	12	0	-9	-4	21
Cc1ccc(OC(=O)CCC(=O)Nc2ccc(S(=O)(=O)Nc3cc(C)on3)cc2)cc1	5	-1	-16	13	-2	-9	-51	2	15	-17	0
Cn1ccnc1C(O)c1ccco1 (configuration not stated)	28	10	-4	7	3	-20	-5	9	4	4	1
Cc1nn(-c2ccccc2)c(C)c1/C=C/C(=O)OCC(=O)Nc1ccc(S(N)(=O)=O)cc1	9	41	19	-6	-11	12	-12	-10	-1	-10	24
CN1CCN(C(=O)C2CC(=O)N(c3ccc(Cl)cc3)C2)CC1 (configuration not stated)	-24	-7	12	-4	4	-1	2	-1	-16	-12	15
COc1cccc(-n2c(=S)sc3c(=O)n(-c4ccccc4C)c(SCC(=O)O)nc32)c1	5	1	-3	2	-20	2	6	3	-11	-34	-10
Cc1nc2ccccn2c1-c1csc(NCc2ccco2)n1	4	4	-3	3	-10	14	10	-5	-14	-19	8
COc1cccc(CNc2nc3cc(-c4ccc(OC)c(OC)c4)sc3c(=O)n2C)c1	54*	41	4	12	2	x	-7	-9	20	-16	16
COc1cccc(CN(CC2CCCO2)S(=O)(=O)c2ccc(-n3cnnn3)c(OC)c2)c1 (configuration not stated)	8	-19	-10	4	3	-1	1	1	4	-11	-5
N#CCCn1c(SCC(=O)NCCc2ccc(F)cc2)nc2ccccc21	-28	-11	-3	16	8	5	-5	4	-1	-10	1
O=C(COC(=O)C1CC(=O)N(Cc2ccco2)C1)c1ccc(OC(=O)c2ccco2)cc1 (configuration not stated)	-8	-23	8	-15	-3	-11	10	2	1	-37	1
CN(C)S(=O)(=O)c1cccc(COC(=O)CCNC(=O)c2ccc([N+](=O)[O-])cc2)c1	-5	-1	-8	-21	0	-3	13	-6	-6	-26	5
O=C(NCCNC(=O)c1ccccc1F)c1ccccn1	6	13	1	18	2	2	-2	1	-16	-17	3
